Bioassay records from PubChem BioAssay.
12-LOX inh: ALOX12 (human) lipoxygenase inhibition. Potency, µM (doses to about 108 µM), for inactives: top-dose activity change, negative = inhibition, usual class: inhibitors. AID 1671190. P18054. purified 12hLO, xylenol orange hydroperoxide absorbance. 1.1% of 580,000 active; active = well fitted inhibition curve with a large enough effect; inconclusive = small, poorly fitted or top-dose-only effect, or another doubt; inactive = no such curve, though single readings can be large or run the other way
Target sequence (P18054 whole entry, looked up): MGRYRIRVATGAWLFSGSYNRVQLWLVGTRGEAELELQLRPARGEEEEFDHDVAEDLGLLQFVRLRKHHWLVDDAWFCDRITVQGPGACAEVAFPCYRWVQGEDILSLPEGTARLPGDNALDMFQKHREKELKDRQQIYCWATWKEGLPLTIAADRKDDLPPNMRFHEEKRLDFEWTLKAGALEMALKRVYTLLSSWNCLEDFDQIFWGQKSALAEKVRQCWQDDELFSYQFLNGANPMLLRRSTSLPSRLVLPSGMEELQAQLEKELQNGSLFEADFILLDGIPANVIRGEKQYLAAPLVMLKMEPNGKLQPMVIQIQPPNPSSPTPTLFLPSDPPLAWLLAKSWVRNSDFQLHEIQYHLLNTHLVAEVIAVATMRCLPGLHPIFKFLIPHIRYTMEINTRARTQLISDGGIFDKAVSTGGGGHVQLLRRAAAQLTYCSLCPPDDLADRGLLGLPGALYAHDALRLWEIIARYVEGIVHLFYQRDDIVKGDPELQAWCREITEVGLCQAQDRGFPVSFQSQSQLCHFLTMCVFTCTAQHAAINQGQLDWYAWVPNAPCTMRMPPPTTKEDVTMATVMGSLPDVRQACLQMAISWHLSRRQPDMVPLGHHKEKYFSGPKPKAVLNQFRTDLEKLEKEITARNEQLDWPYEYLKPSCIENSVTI
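Purified human 12hLO (150 nM final) in 25 mM Hepes, 0.01% Triton X-100, pH 7.0 was preincubated 15 min at room temperature with compound. Then 40 uM arachidonic acid was added, 30 min. Hydroperoxide was read by Fe-XO absorbance ratio 573/405 nm.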
Numbers without * were called inactive; ? = inconclusive; [ ] = dose if it differs, or a comment. % is set by controls: 0 for no effect and ±100 for the full control effect; potency is the fitted concentration of half-maximal effect.

CCn1cc(CN2C[C@@H](COC)[C@H](C(=O)NC3CC3)C2)cn1
  12-LOX inh: 69%[activator]

N#Cc1ccnc(-c2nnc3ccc(NC4CC4)nn23)c1
  12-LOX inh: -3%[176 µM]

Cc1cnc(C2CCN(S(=O)(=O)c3ccccc3)C2)n1C(C)C (centres undefined)
  12-LOX inh: 2%

CCOC(=O)C1=CCN(S(=O)(=O)c2ccc(Br)cc2)C1c1cccc(Br)c1 (centres undefined)
  12-LOX inh: -3%

COC[C@H]1NC(=O)CC[C@H]1C(=O)NC1CCN(Cc2ccccc2)CC1
  12-LOX inh: 60%[activator]

COc1ccc(CNC(=O)C2CCc3nc(N4CCN(C(C)=O)CC4)sc3C2)cc1 (centres undefined)
  12-LOX inh: 33%

O=C(NCC1Cn2cccc2CN1Cc1ccccc1)c1cncc(Br)c1 (centres undefined)
  12-LOX inh: 106%[activator]

COc1cccc(CNC(=O)Cn2cccc2-c2nc(-c3ccc(F)cc3)no2)c1OC
  12-LOX inh: ?

O=C1NCCN1C1CCN([S+](=O)([O-])c2cccc(C(F)(F)F)c2)CC1
  12-LOX inh: 3%[6.33 µM]

COCC(=O)N[C@@H]1CN(Cc2cccc(OC)n2)CC[C@@H]1CO
  12-LOX inh: 10%

Cc1cccc(NC(=O)N2CCCC(CN3CCOCC3)CC2)c1 (centres undefined)
  12-LOX inh: 30%

COC[C@@H]1[C@H](C(=O)N2CCN(c3cccc(C)c3)CC2)CCC(=O)N1C
  12-LOX inh: 30%

CC(=O)Nc1ccc(CN(C)Cc2ccccc2C(F)(F)F)cc1
  12-LOX inh: ?

CCOc1ccccc1CNC(=O)CN1CC2CC(C1)[C@H]1CCCC(=O)N1C2 (some centres undefined)
  12-LOX inh: 19%

C[S+](=O)([O-])N1CCC(Cn2ccc3c(N4CCOCC4)nc(-c4cccc5[nH]ncc45)cc32)CC1
  12-LOX inh: 20%

A second format for part of the listing above.
smiles	12-LOX inh
CCOC(=O)C1=CCN(S(=O)(=O)c2ccc(Br)cc2)C1c1cccc(Br)c1 (centres undefined)	-3%
Cc1cnc(C2CCN(S(=O)(=O)c3ccccc3)C2)n1C(C)C (centres undefined)	2%
CCOc1ccccc1CNC(=O)CN1CC2CC(C1)[C@H]1CCCC(=O)N1C2 (some centres undefined)	19%

More results follow:
O=C1CO[C@H]2CN(Cc3c[nH]c4ccccc34)C[C@H]2N1Cc1ccccn1
  12-LOX inh: 20%[176 µM]

O=C(NCCc1noc(-c2ccccc2)n1)C1CCCCC1
  12-LOX inh: 20%

COc1ccccc1/C=C/CN1CCn2nc(CO)cc2C1
  12-LOX inh: 1%

COc1ccc(NC(=O)Cn2c(N3CCN(c4ccccc4)CC3)nc(C)cc2=O)cc1Cl
  12-LOX inh: -25%

CC(=O)Nc1ccc(NC(=O)Cn2ccn3nc(-c4ccccc4)c(CO)c3c2=O)cc1
  12-LOX inh: -21%

CCOC(=O)C1=C(C)N(CCCC(=O)O)C(=O)NC1c1ccc(C(F)(F)F)cc1 (centres undefined)
  12-LOX inh: -4%

O=C1[C@@H]2C[C@@H](CN2CC2CC2)Oc2ccccc2N1Cc1ccccn1
  12-LOX inh: 39%[activator][176 µM]

COc1ccc(C(=O)N2CCC3(CC2)NC(=O)N(c2cccc(F)c2)N3)c(OC)c1
  12-LOX inh: 1.3µM*

O=C(Cc1ccc(F)cc1)N1CCC2(CC1)N=C(c1ccccc1)NO2
  12-LOX inh: 38%

CN(C)c1cccc(-c2cc3c(cn2)CN(Cc2cccnc2)CCN3)c1
  12-LOX inh: -11%[176 µM]

CC(C)NC(=O)NCc1nnc2n1C(C(=O)NCc1cccnc1)CC2 (centres undefined)
  12-LOX inh: 2%[6.33 µM]

COCCNC(=O)C(NC(=O)c1ccc(C)cc1)C1CCN(C(=O)c2ccc(Cl)cc2)CC1 (centres undefined)
  12-LOX inh: 16%

CCOc1ccccc1NC(=O)Cn1c(N2CCc3ccccc3C2)nc(C)cc1=O
  12-LOX inh: ?

CC(C)(Oc1nn(Cc2cccc(Cl)c2)c2ccccc12)C(=O)Nc1cccnc1
  12-LOX inh: -19%[176 µM]

COCCCNc1cc(-c2ccccc2OC)nc2c(C)noc12
  12-LOX inh: -3%[176 µM]

CC(C)(C)OC(=O)N1CCC2CCN(S(=O)(=O)c3ccccc3)CC21 (centres undefined)
  12-LOX inh: -3%

Cc1cccc(Cn2cc(CN3CC(N4CCN(CCOC(=O)c5cc6ccccc6o5)CC4)CS3(=O)=O)nn2)c1 (centres undefined)
  12-LOX inh: -10%

COCCN1C(=O)c2cccn2CC1CNC(=O)c1ccc(Cc2c(C)n[nH]c2C)o1 (centres undefined)
  12-LOX inh: ?

Cc1cc(C(=O)NC2CCCC2)c2c(C3CCCN3)noc2n1 (centres undefined)
  12-LOX inh: 1%[6.33 µM]

O=C(NCCCNc1nc(Nc2cccc(NC(=O)N3CCCC3)c2)ncc1I)c1cccs1
  12-LOX inh: ?

O=C(c1ccccc1-n1cccn1)N1CCc2c(nc[nH]c2=O)C1
  12-LOX inh: 10%

O=C1CCC[C@H]2[C@@H](Cc3ccccc3)[C@@H](NS(=O)(=O)c3ccc(C(F)(F)F)cc3)CC[C@]23CCCN13
  12-LOX inh: -8%

Cn1cc(NC(=O)CC[C@H]2NC(=O)c3ccccc3NC2=O)cn1
  12-LOX inh: 2%

O=C(NCCCn1cccn1)C1Cn2cccc2C(=O)N1Cc1ccccc1 (centres undefined)
  12-LOX inh: 5%

CN1CCN(C(=O)[C@H]2C[C@@](C)(C(=O)O)N(C)[C@H]2c2ccc(Cl)cc2)CC1
  12-LOX inh: 47%[activator]

O=C(c1ccc(F)cc1Cl)N1CCC2(CC1)NC(=O)N(c1ccccc1Cl)N2
  12-LOX inh: 1.4µM*

COc1ccccc1OC1(C(=O)O)CCN(Cc2ccc(-c3ccn[nH]3)o2)CC1
  12-LOX inh: 48%[activator]

Cc1cc(=O)n(CC(=O)Nc2ccc(F)c(Cl)c2)c(N2CCOCC2)n1
  12-LOX inh: 4%

Cc1ncsc1C1N(C2CCN(C(=O)c3ccncc3)CC2)C(=O)C12CCCC2 (centres undefined)
  12-LOX inh: 1%

OC1(CN2CCC(CCn3cccn3)CC2)CCNC1 (centres undefined)
  12-LOX inh: ?

Cn1cc(CC(=O)N2CCCc3ncc(C(=O)NCCc4ccccc4)cc32)c2ccccc21
  12-LOX inh: -27%

Cc1nnc([C@@H]2CC(F)(F)CN2S(=O)(=O)c2cccnc2)o1
  12-LOX inh: 9%

CCn1cc(S(=O)(=O)N2CCC(c3noc(COC)n3)C2)cn1 (centres undefined)
  12-LOX inh: 30%

OCC1CCCN(c2nc3cc4c(cc3cc2CNCc2cccc(C(F)(F)F)c2)OCO4)C1 (centres undefined)
  12-LOX inh: -1%

CN1C(=O)CC[C@]2(C(=O)N3CCCCCC3)CCCC[C@@H]12
  12-LOX inh: 45%[activator]

COC(=O)CNC(=O)c1nc(-c2cccc(C(F)(F)F)c2)c2ccccn12
  12-LOX inh: -10%

COc1ccc(C(=O)N2CCC3(CC(C(C)C)=NO3)C2)cc1 (centres undefined)
  12-LOX inh: ?

O=C(C(=O)N1CCN(C(=O)Cc2ccccc2)CC1)c1cccc(C(F)(F)F)c1
  12-LOX inh: -2%

S=C(NC1CCCCC1)N[C@H]1CO[C@H]2[C@@H]1OC[C@@H]2n1nnnc1Oc1ccc(-n2ccnc2)cc1
  12-LOX inh: 34%[activator]

Cc1ccc2nc(-c3ccc(F)cc3)c(Cc3cccc(F)c3)n2c1
  12-LOX inh: -56%

Cc1cc(C)n2nc(C(=O)NCC3Cc4cccc(-c5ccc(S(C)(=O)=O)cc5)c4O3)cc2n1 (centres undefined)
  12-LOX inh: -30%

O[C@@H]1C[C@@H](c2nc(-c3ccncc3)no2)N(Cc2cccs2)C1
  12-LOX inh: 8%[176 µM]

COc1ccc(C(=O)N[C@@H]2CCC[C@@H]2C(=O)NCc2cc(OC)cc(OC)c2)cc1
  12-LOX inh: ?

Cc1cccc(-c2noc([C@@H]3Cc4nc[nH]c4CN3C(=O)c3ccccc3C(=O)O)n2)c1
  12-LOX inh: 4%[176 µM]

COC(=O)C1=C(C)N(C)C(=NCc2ccc(OC)cc2)NC1c1cccc(C(F)(F)F)c1 (centres undefined)
  12-LOX inh: -12%

CN(C)C[C@@H]1CN(c2ncccn2)C[C@H]1NC(=O)c1nn(C)c2ccccc12
  12-LOX inh: 56%[activator]

O=C(c1ccc2c(c1)OCO2)N1C[C@@H](CO)[C@H](c2nc(C3CC3)no2)C1
  12-LOX inh: -8%

Cc1ccc(NC(=O)c2ccc(N3CC4CC(C3)[C@H]3CCCC(=O)N3C4)nc2)cc1 (some centres undefined)
  12-LOX inh: 14%

Cc1[nH]nc2c1C(c1ccc(F)cc1)N(Cc1ccccc1)C2=O (centres undefined)
  12-LOX inh: -7%

Cc1nnn2c(C(=O)NCc3ccc(Cl)nc3)cccc12
  12-LOX inh: 40%[176 µM]

COc1ccc(Cl)cc1NC(=O)N(C)CC1CCOCC1
  12-LOX inh: -8%

O=C1c2c(O)cc(O)cc2O[C@H](c2cc(O)c(O)c(O)c2)[C@H]1O
  12-LOX inh: ?

Cc1cc2cc(C(=O)N3CCC4(CCCN(CC5CC5)C4)C3)ccc2o1 (centres undefined)
  12-LOX inh: ?

Cc1cc(C[C@@H]2COC[C@@H]2NC(=O)CCc2c(C)nc3ncnn3c2C)on1
  12-LOX inh: 53%[activator]

CCCc1noc(-c2ccn3c(CNC(=O)C(C)Oc4ccccc4)nnc3c2)n1 (centres undefined)
  12-LOX inh: 5%

CSCCCN1CC[C@@H](NC(=O)c2ccncc2)[C@H](O)C1
  12-LOX inh: 22%

COC[C@@H]1CN(c2cnccn2)C[C@H]1C(=O)N1CCc2ccccc2C1
  12-LOX inh: 48%[activator]

COc1cccc(C(=O)N2CCC3(CC2)NC(=O)N(Cc2ccccc2)C3=O)c1
  12-LOX inh: 5%

COc1cccc(CC(=O)NC2CCN(c3cc(-c4ccccc4)[nH]n3)CC2)c1
  12-LOX inh: 78%[activator]

Cc1ccccc1[C@@H]1CN(Cc2cnn(CCC(=O)O)c2)C[C@H]1C(=O)O
  12-LOX inh: -4%

Cc1oc(C(C)C)cc1C(=O)N1CC[C@@](O)(C2CCOCC2)[C@H](C)C1
  12-LOX inh: 38%[activator]

Cc1ccccc1CNC(=O)CN1CCC2(CC1)NC(=O)CC2C(=O)O (centres undefined)
  12-LOX inh: 10%

COc1ccc(O)c(CN2CCC3(CCC(CNC(=O)C4CCCO4)O3)CC2)c1 (centres undefined)
  12-LOX inh: -26%

Cc1noc2c(NCCCn3ccnc3)cc(-c3cccc(C(F)(F)F)c3)nc12
  12-LOX inh: ?

CC(=O)NCCCC(=O)N1CCC2(CC1)CN(C(=O)N(C)C)Cc1ccccc1O2
  12-LOX inh: -1%[6.33 µM]

Cn1nnnc1C1CCCN(C(=O)CCc2ccccc2)C1 (centres undefined)
  12-LOX inh: 40%[activator]

COc1ccc(CC(=O)N2CC[C@H]3CC(=O)N(CCN4CCNC4=O)CC[C@H]3C2)cc1
  12-LOX inh: 4%[176 µM]

O=S(=O)(C1CC1)N1CC[C@@](O)(c2ccccc2)[C@H]2CCCC[C@@H]21
  12-LOX inh: 4%

COc1ccc2[nH]c3c(c2c1)CCN(C)C31CCN(C(=O)COc2ccc(F)cc2)CC1
  12-LOX inh: ?

NC(=O)[C@@H]1CCCN1C(=O)[C@@H](Cc1ccccc1)NC(=O)[C@H]1O[C@@H](n2ccc(=O)[nH]c2=O)[C@H](O)[C@@H]1O
  12-LOX inh: -7%

COCCc1noc([C@@H]2CC(F)(F)CN2C(=O)C2CC=CC2)n1
  12-LOX inh: 33%

COC[C@@H]1CCCN1Cc1cn(-c2ccccc2C)nc1-c1ccc(OC)c(F)c1
  12-LOX inh: 50%

Cn1cnc(C(=O)N2CCCC(c3nc(-c4cccnc4)no3)CCNC(=O)CC2)c1 (centres undefined)
  12-LOX inh: -7%

CC(C)c1noc(-c2cn(C3CCN(C(=O)c4ccc(F)c(F)c4)C3)nn2)n1 (centres undefined)
  12-LOX inh: 24%

COCCO[C@H]1C(=O)N(C2CCN(C(=O)C3CCOCC3)CC2)[C@H]1c1ccncc1
  12-LOX inh: 66%[activator]

COCC(=O)NC1CCC12CCN(C(=O)COc1ccccc1)CC2 (centres undefined)
  12-LOX inh: 45%[activator]

CC1=C[C@@H](CNC(=O)C2CC2)[C@H](C(C)C)C[C@H]1Cc1nnc(-c2ccccc2F)o1
  12-LOX inh: 10%[176 µM]

CCCNC(=O)N[C@@H]1C[C@H](Cn2cc(COC)nn2)[C@@H](O)[C@H]1O
  12-LOX inh: ?

CC(C)OCCCNC(=O)C1CCCN(c2nc3ncccc3o2)C1 (centres undefined)
  12-LOX inh: 42%[activator]

O=C(NCc1ccccc1)C1(CCO)CCN(c2ncccn2)C1 (centres undefined)
  12-LOX inh: 34%

COc1cc(CN2C[C@@H](CO)[C@H](c3nc(C)no3)C2)ccc1F
  12-LOX inh: 25%

COc1cccc(C(=O)N2CCC(C(=O)N[C@@H]3CCOC[C@H]3OC)CC2)c1
  12-LOX inh: 36%

CN1CCCN(C(=O)CSc2nc3cccnc3n2C)CC1
  12-LOX inh: 11%

Cc1ccc(Cl)cc1NC(=O)Nc1cccc(-c2ccc(N3CCOCC3)nn2)c1
  12-LOX inh: 3%

O=C1NCCCCCCN(C(=O)c2cccnc2)[C@H]2CCC[C@@H]12
  12-LOX inh: 39%[activator]

CCC(C(=O)N1CCc2cn(CCOC)c3cccc(c23)C1)c1ccccc1 (centres undefined)
  12-LOX inh: ?

CN(CCO)C[C@@H]1CN(C(=O)c2nc3ccccc3[nH]c2=O)C[C@@H]1CO
  12-LOX inh: 22%

COc1ccc(-c2cc(N3CCCC3)nc(N)n2)c2ccc(C)nc12
  12-LOX inh: 20%

Cc1ccc(C2=NC3(CCN(C(=O)c4ccc(F)c(Cl)c4)CC3)ON2)cc1
  12-LOX inh: -2%

COc1ccc(-c2nnc(C[C@@H]3C[C@@H](C(C)C)[C@H](CNC(=O)c4cnccn4)C=C3C)o2)cc1
  12-LOX inh: 6%

Cc1cccc(-c2noc([C@@H]3Cc4nc[nH]c4CN3C(=O)CCC(=O)O)n2)c1
  12-LOX inh: 42%[176 µM]

An excerpt, so the mix of outcomes need not match the whole.
